# MT1-MMP act inh: blockers of MT1-MMP proenzyme processing, primary screen, HT1080 RFP-PRO-GFP cells, GFP/RFP fluorescence. GFP/RFP ratio change, % at 20 µM. Matrix metalloproteinase-14 (Homo sapiens), P50281. GFP/RFP ratio fluorescence, overnight; percent of plate control window, DMSO zero. AID 651647, 2012. hit rate 0.061% among 360,000;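 active means GFP/RFP ratio change of at least 30% with cell ATP level not reduced by more than half and red fluorescence within 50% of control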; further: strong numbers were not always called active
#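 Assay system – RFP-PRO-GFP reporter HT1080 cells · Compound dosing – single dose of 20 µM compound, 1% DMSO final · Incubation – overnight compound exposure at 37 °C · Measure – GFP/RFP fluorescence ratio · Benchmarks – DMSO wells and RFP-L50D-GFP cells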
# SKN-1 block: suppressors of acrylamide-induced Pgst-4::GFP reporter in worms, primary screen, SKN-1 inhibitor project, whole organism, uHTS, GFP/RFP fluorescence ratio, strain VP596 | C. elegans VP596 Pgst-4::GFP/RFP ratio, 24 h | AID 624304, 2012 | hit rate 0.49% among 360,000 | inhibition, % at 21.8 µM;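 active means interference check ratio from 0.5 to 1.5 plus GFP to RFP signal ratio inhibition reaching or exceeding a fixed threshold, cut at about 30% in these data, passing the limit was not always enough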; further: some compounds called inactive have numbers as strong as hits
# CSN inh: inhibitors of CSN-mediated cullin deneddylation, primary screen, biochemical, fluorescence polarization, uHTS | hit rate 0.38% among 360,000 | COP9 signalosome complex subunit 5 (Homo sapiens), Q92905 | Purified CSN, SCF-Nedd8-OG deneddylation | inhibition, % at 12.5 µM;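 active means pattern-corrected inhibition above about 35%, with an unprinted fluorescence ratio check between 0.5 and 1.5, limit read from the data, passing the limit was not always enough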;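 further: 0% = enzyme with substrate and 100% = substrate without enzyme; some results filed as inactive read as strong as hits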
# Target sequence (Q92905 whole entry, looked up, one chain of several): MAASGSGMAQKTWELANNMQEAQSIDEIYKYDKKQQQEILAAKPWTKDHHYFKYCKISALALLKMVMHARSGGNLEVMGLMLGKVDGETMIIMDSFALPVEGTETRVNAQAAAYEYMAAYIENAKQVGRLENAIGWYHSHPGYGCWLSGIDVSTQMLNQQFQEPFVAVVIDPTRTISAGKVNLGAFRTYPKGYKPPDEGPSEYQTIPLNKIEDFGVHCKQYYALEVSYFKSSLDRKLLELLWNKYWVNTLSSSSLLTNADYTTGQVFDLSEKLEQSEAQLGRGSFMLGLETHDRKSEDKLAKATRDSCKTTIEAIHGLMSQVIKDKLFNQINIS
#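 Test system: purified human Csn5 enzyme expressed in HEK293T cells. Amount: 0.24 nM enzyme. Reagent: SCFSkp2-Nedd8OG substrate at 10 nM final. Schedule: 90 min incubation of compound, enzyme and substrate at room temperature. Detection: fluorescence polarization. Read-out: % inhibition of substrate cleavage by Csn5.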
# Rpn11 inh: Rpn11 (PSMD14) deubiquitinase inhibitors, primary screen, biochemical, fluorescence polarization, uHTS; 26S proteasome non-ATPase regulatory subunit 14 (Homo sapiens), O00487; human 26S proteasome, Ub4-pepOG fluorescence polarization; 20S core pre-blocked with epoxomicin; calls only at 20 µM; hit rate 0.59% among 360,000;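 active means inhibition at 20 µM, scaled to each plate's controls, above about 33%, limit read from the data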
# Target sequence (O00487 whole entry, looked up): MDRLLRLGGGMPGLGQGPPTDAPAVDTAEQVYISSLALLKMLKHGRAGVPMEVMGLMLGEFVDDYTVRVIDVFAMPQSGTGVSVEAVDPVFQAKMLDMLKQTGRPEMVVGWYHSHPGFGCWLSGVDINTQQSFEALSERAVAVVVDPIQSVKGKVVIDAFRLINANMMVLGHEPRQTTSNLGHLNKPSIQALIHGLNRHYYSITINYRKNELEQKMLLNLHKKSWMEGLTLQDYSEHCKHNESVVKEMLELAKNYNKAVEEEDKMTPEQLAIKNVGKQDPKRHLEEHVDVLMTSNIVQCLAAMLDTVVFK
# NadD inh: inhibitors of S. aureus NadD, primary screen, biochemical, colorimetric, uHTS. Nicotinate-nucleotide adenylyltransferase NadD (Staphylococcus aureus N315). purified NadD enzyme, colorimetric absorbance read-out. inhibition, % at 20 µM. hit rate 0.78% among 360,000. AID 602399, 2012; in the data active means inhibition above about 26%; further: some compounds past the cut are filed as inactive
# MLLE-PAM2 inh: inhibitors of PABP1 MLLE–PAM2 peptide binding, primary screen, biochemical, fluorescence polarization, FITC-PAM2, GST-MLLE. AID 588489, 2011. hit rate 0.36% among 360,000. Polyadenylate-binding protein 1 (Homo sapiens), P11940. inhibition, % at 20 µM; in the data active means inhibition above about 35%, passing the limit was not always enough;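 further: plate controls were DMSO wells with GST-MLLE for no effect and wells lacking GST-MLLE protein for full effect; some results filed as inactive read as strong as hits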
# Rin1-Abl PPI inh: inhibitors of Rin1-Abl protein binding, primary screen, biochemical, TR-FRET; Tyrosine-protein kinase ABL1 (Homo sapiens) + Ras and Rab interactor 1 (Homo sapiens), …; inhibition, % at 7.35 µM; hit rate 0.4% among 360,000; AID 588664, 2011; in the data active means inhibition above about 5%, passing the limit was not always enough
# Neddylation inh: inhibitors of cullin neddylation, primary screen, biochemical, TR-FRET, uHTS, NAE and Ubc12 | calls only at 25 µM | NEDD8-conjugating enzyme Ubc12 (Homo sapiens) + NEDD8-activating enzyme E1 regulatory … | hit rate 0.58% among 360,000 | AID 651699, 2012; in the data active means inhibition above about 36%
# FAS-TE inh: FAS thioesterase domain inhibitors, primary screen, biochemical, fluorescence intensity, uHTS; recombinant FAS-TE, OMFH fluorogenic substrate, fluorescence endpoint; inhibition, % at 15 µM; hit rate 0.67% among 360,000;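 active means compounds whose normalised, plate-corrected inhibition of enzyme fluorescence in the single-dose primary screen is 50% or more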;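 further: 0% = DMSO with enzyme and 100% = substrate without enzyme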
# * hit, by the source's call; i = inactive; · = no result given.
SMILES,MT1-MMP act inh,SKN-1 block,CSN inh,Rpn11 inh,NadD inh,MLLE-PAM2 inh,Rin1-Abl PPI inh,Neddylation inh,FAS-TE inh
O=C(O)c1cc2ncc(CCO)cn2n1,4,-2,3,i,-5,8,-2,i,-5
COc1cccc(-c2nn(C)c3sc(C(=O)N4CCN(c5ccccc5)CC4)cc23)c1,-8,8,-12,i,2,-41,1,i,23
O=C(NCc1ccc2c(c1)OCO2)c1cc(-c2ccccc2)c(N2CCOCC2)s1,-3,4,-5,i,-3,-13,3,i,22
COc1ccc(-c2nsc(SCC(=O)NCc3ccc4c(c3)OCO4)n2)cc1,1,2,0,i,-7,-93,-3,i,-5
Cc1ccccc1C(=O)Nc1ccc2c(c1)nc(CCNC(=O)c1ccco1)n2C,1,2,0,i,4,-3,-5,i,-3
Cn1c(SCc2ccccc2Br)nc2ccccc2c1=O,2,-13,1,i,-6,-10,-1,i,26
COc1cc(OC)cc(C(=O)NCCCN2CCN(CCCNC(=O)c3cc(OC)cc(OC)c3)CC2)c1,11,1,4,i,4,-2,-2,i,-8
CCCCCCC(C)OC(=O)c1ccccc1C(=O)O (stereo unspecified),2,-1,-4,i,-3,5,-1,i,-1
CC(C)N(Cc1cc2ccccc2[nH]c1=O)C(=O)C1CCCCC1,0,2,-10,i,-1,-3,0,i,-2
CCCN1CCC(NC(=S)Nc2ccc(C(=O)OCC)cc2)CC1,9,2,-1,i,-9,25,-1,i,-6
C/C(N)=C(/C#N)C(=O)CSc1nncn1-c1ccccc1,1,-9,1,i,-5,-9,1,i,-3
OCc1c(OCc2cccc(F)c2)ccc2ccccc12,5,9,-6,i,-5,12,-4,i,8
COc1cccc(/C=N/NC(=O)c2ccc(=O)[nH]n2)c1O,7,-15,1,i,0,-5,-4,i,0
O=C(CCCC(=O)OCC(Cl)=C(Cl)Cl)Nc1cccc2ccccc12,-2,-5,5,i,-5,-3,-3,i,23
COc1cccc2sc(NNC(=O)C3COc4ccccc4O3)nc12 (stereo unspecified),2,10,6,i,-2,-18,1,i,-19
C(#CCN1CCCC1)CC(c1ccccc1)c1ccccc1,-10,2,3,i,-8,8,6,i,1
CC(CC(=O)NCc1ccc(Cl)cc1)S(=O)(=O)c1ccc2c(c1)NC(=O)CO2 (stereo unspecified),0,5,7,i,-6,-7,-4,i,-4
COC(=O)c1ccc(C(=O)N2CCCC(CNC(=O)c3ccccc3Cl)C2)cc1 (stereo unspecified),2,-13,4,i,0,3,3,i,-2
COc1ccc(CN2CC(=O)N3[C@H]4c5ccc(OC)cc5OC[C@@H]4[C@H](c4ccccc4)[C@]3(C)C2=O)cc1,-10,5,0,i,-4,29,1,i,66*
S=c1[nH]nc(NCCCN2CCOCC2)s1,0,-1,4,i,4,4,2,i,-4
COc1ccc(CCNC(=O)c2ccc(-c3ccc([N+](=O)[O-])cc3)o2)cc1OC,-2,11,-5,i,0,-4,0,i,11
CCOC(=O)CCC(=O)O[C@H]1[C@H](O[C@@H]2[C@@H](C)[C@H](O[C@H]3C[C@@](C)(OC)[C@@H](O)[C@H](C)O3)[C@@H](C)C(=O)O[C@H](CC)[C@@](C)(O)[C@H](O)[C@@H](C)C(=O)[C@H](C)C[C@@]2(C)O)O[C@H](C)C[C@@H]1N(C)C,-8,-2,0,i,-1,0,-1,i,0
Cc1cc(C)cc(NC(=O)CSc2nnc(-c3ccncc3)o2)c1,1,-8,0,i,-2,13,0,i,-9
COc1ccccc1NC(=S)NCc1ccc(S(N)(=O)=O)cc1,3,1,2,i,-2,-12,1,i,-5
O=C(CCNC(=O)c1ccc(Cl)cc1)Nc1ccc(Cl)cc1F,3,-4,2,i,-2,-1,-1,i,18
Cc1ccc(C)c(-n2nnnc2Sc2nnnn2-c2ccccc2)c1,-4,12,2,i,-5,-6,2,i,17
CSc1ccccc1NC(=O)CSCc1ccc(C)cc1,-6,11,-1,i,-5,5,-6,i,11
O=C(O)c1ccccc1N(Cc1ccccc1)C(=O)COc1ccccc1,2,22,1,i,1,8,-1,i,-1
CCOC(=O)Cn1c2ccccc2c2nc3ccccc3nc21,2,18,4,i,-10,-2,-1,·,-1
O=C(NCc1cccnc1)c1cc(C2CCCCN2C(=O)CCc2ccccc2)on1 (stereo unspecified),2,1,-2,i,2,-10,1,i,-9

# Shown with values under each structure: 10 of the compounds above
# Every second line gives: MT1-MMP act inh | SKN-1 block | CSN inh | Rpn11 inh | NadD inh | MLLE-PAM2 inh | Rin1-Abl PPI inh | Neddylation inh | FAS-TE inh
S=c1[nH]nc(NCCCN2CCOCC2)s1
→ 0 | -1 | 4 | i | 4 | 4 | 2 | i | -4
COc1ccc(CCNC(=O)c2ccc(-c3ccc([N+](=O)[O-])cc3)o2)cc1OC
→ -2 | 11 | -5 | i | 0 | -4 | 0 | i | 11
CCOC(=O)CCC(=O)O[C@H]1[C@H](O[C@@H]2[C@@H](C)[C@H](O[C@H]3C[C@@](C)(OC)[C@@H](O)[C@H](C)O3)[C@@H](C)C(=O)O[C@H](CC)[C@@](C)(O)[C@H](O)[C@@H](C)C(=O)[C@H](C)C[C@@]2(C)O)O[C@H](C)C[C@@H]1N(C)C
→ -8 | -2 | 0 | i | -1 | 0 | -1 | i | 0
Cc1cc(C)cc(NC(=O)CSc2nnc(-c3ccncc3)o2)c1
→ 1 | -8 | 0 | i | -2 | 13 | 0 | i | -9
COc1ccccc1NC(=S)NCc1ccc(S(N)(=O)=O)cc1
→ 3 | 1 | 2 | i | -2 | -12 | 1 | i | -5
O=C(CCNC(=O)c1ccc(Cl)cc1)Nc1ccc(Cl)cc1F
→ 3 | -4 | 2 | i | -2 | -1 | -1 | i | 18
Cc1ccc(C)c(-n2nnnc2Sc2nnnn2-c2ccccc2)c1
→ -4 | 12 | 2 | i | -5 | -6 | 2 | i | 17
CSc1ccccc1NC(=O)CSCc1ccc(C)cc1
→ -6 | 11 | -1 | i | -5 | 5 | -6 | i | 11
O=C(O)c1ccccc1N(Cc1ccccc1)C(=O)COc1ccccc1
→ 2 | 22 | 1 | i | 1 | 8 | -1 | i | -1
CCOC(=O)Cn1c2ccccc2c2nc3ccccc3nc21
→ 2 | 18 | 4 | i | -10 | -2 | -1 | · | -1

# Further records follow.
SMILES,MT1-MMP act inh,SKN-1 block,CSN inh,Rpn11 inh,NadD inh,MLLE-PAM2 inh,Rin1-Abl PPI inh,Neddylation inh,FAS-TE inh
Cc1ccc(C2=NN(CCC#N)C(=O)CO2)cc1,-2,6,4,i,-5,4,3,i,-5
O=[N+]([O-])c1cccnc1Oc1cccnc1,-1,13,3,i,-1,2,0,i,-4
COc1ccc(-c2nn(-c3ccccc3)cc2C(=O)NCC(c2cccs2)N2CCOCC2)cc1 (stereo unspecified),-3,4,-2,i,2,8,1,i,24
COc1ccc(-c2cc3nc(-c4ccccc4)cc(N4CCN(C(=O)c5ccoc5)CC4)n3n2)cc1,-2,3,2,i,24,2,-1,i,20
COc1ccc(C(CNC(=O)c2ccc(S(=O)(=O)Nc3ccc(F)cc3)cc2)N(C)C)cc1 (stereo unspecified),-3,-8,5,i,-6,-1,-3,i,-3
Cc1ccc(C)c(S(=O)(=O)N/N=C/c2cccnc2)c1,-4,-6,-4,i,-1,-21,-1,i,-10
COc1ccc(C(=O)Nc2ccc(-c3n[nH]c(=S)o3)cc2)cc1,-3,-8,-3,i,-6,-26,0,·,-1
Cc1c(Cl)cccc1NC(=S)Nc1ccccn1,8,2,-3,i,5,33,2,i,-2
O=C1OC(/C(=C\Nc2cc(Cl)ccc2O)[N+](=O)[O-])c2ccccc21 (stereo unspecified),4,-3,0,i,4,4,2,i,-2
CCN(Cc1ccccc1)S(=O)(=O)c1ccc(C(=O)N(CCCN(C)C)c2nc3cc4c(cc3s2)OCCO4)cc1,1,1,-1,i,2,-17,-1,i,30
CC(=O)Nc1ccc(C(=O)NCC2CCCCC2)cc1,0,2,2,i,2,13,0,i,-6
Cc1cccc(NC2=CC(=O)OC(C)C2)c1 (stereo unspecified),1,-14,-1,i,1,9,-2,i,-4
O=c1cnnc(NCc2ccccc2)[nH]1,2,-13,-3,i,2,20,1,i,-11
Cc1nc(C(=O)Nc2cc(F)cc(Cl)c2)sc1C1(C)CC(c2ccccc2)=NO1 (stereo unspecified),-6,2,-2,i,-1,-9,-1,i,10
Cc1ccsc1C(=O)OCc1cc(=O)n2ccsc2n1,-5,3,3,i,2,-1,-1,i,-1
Cc1onc(-c2ccc(Cl)cc2Cl)c1-c1csc(N/N=C/c2ccccc2)n1,-5,2,1,i,17,0,-5,i,25
O=C(CN1C(=O)COc2ccccc2C1=O)c1ccc2c(c1)OCCO2,0,-3,9,i,-10,3,0,i,9
Cc1ccc(N(CC(N)=O)C2SC(=O)N(Cc3ccccc3)C2=O)cc1 (stereo unspecified),10,-5,0,i,-6,42*,-2,i,-6
O=C1CCCCCN1Cc1nnc(SCc2nc3ccccc3s2)n1-c1ccccn1,-7,8,4,i,10,10,1,i,-6
CCOc1ccc(CCNC(=O)C2CCN(S(=O)(=O)CC)CC2)cc1OCC,-2,-2,3,i,0,1,2,i,-8
Cc1ccc(Cn2c(C(=O)NCCCN3CCOCC3)cc3sccc32)cc1,-3,12,-4,i,-3,0,2,i,-2
O=C1ON=C(c2ccc([N+](=O)[O-])cc2)/C1=C/c1ccccc1O,2,5,1,i,8,36,2,i,-8
Cc1cc2cc(CN(Cc3ccco3)C(=O)C3CCCCC3)c(=O)[nH]c2cc1C,-1,2,-2,i,-1,-6,0,i,-7
CC[C@H]1C=C[C@@H](C(C(=O)OC)C(=O)OC)CN1C(C)=O,1,4,-1,i,0,9,-2,i,-8
CCCCCCC#Cc1ccc2c(c1)COc1c3ccccc3nn1-2,-2,5,-1,i,3,5,3,i,15
CC(C)N1CCCC(C)(C(=O)Nc2nc3ccccc3n2C)C1 (stereo unspecified),-6,8,-2,i,-2,8,-3,i,-6
O=C(Cn1nnc(-c2ccccc2Cl)n1)N/N=C/c1ccc2c(c1)OCO2,3,10,-2,i,10,0,4,i,2
CC1CCN(C(=O)CCCC(=O)O)CC1,3,3,-4,i,3,-3,0,i,-8
CCOc1ccc(-n2nnnc2SCC(=O)NNC(=O)c2ccco2)cc1,1,3,-7,i,0,-11,8,i,-1

# Screening data from PubChem.
